GLP-1R inv ag: inverse agonists of human GLP-1 receptor. HEK293 GLP-1R CRE-luciferase, luminescence, 24 h; GLP-1R form is constitutively active. Potency, µM (series often up to 38.3 µM), for inactives: top-dose activity change, negative = inhibition, hits mostly inhibitors. hit rate 1.6% among 410,000. P43220; also: % is scaled to controls: 0 for no effect and ±100 for the full control effect; nearly all actives have a fitted effect of over 55% in size
Target sequence (P43220 whole entry, looked up): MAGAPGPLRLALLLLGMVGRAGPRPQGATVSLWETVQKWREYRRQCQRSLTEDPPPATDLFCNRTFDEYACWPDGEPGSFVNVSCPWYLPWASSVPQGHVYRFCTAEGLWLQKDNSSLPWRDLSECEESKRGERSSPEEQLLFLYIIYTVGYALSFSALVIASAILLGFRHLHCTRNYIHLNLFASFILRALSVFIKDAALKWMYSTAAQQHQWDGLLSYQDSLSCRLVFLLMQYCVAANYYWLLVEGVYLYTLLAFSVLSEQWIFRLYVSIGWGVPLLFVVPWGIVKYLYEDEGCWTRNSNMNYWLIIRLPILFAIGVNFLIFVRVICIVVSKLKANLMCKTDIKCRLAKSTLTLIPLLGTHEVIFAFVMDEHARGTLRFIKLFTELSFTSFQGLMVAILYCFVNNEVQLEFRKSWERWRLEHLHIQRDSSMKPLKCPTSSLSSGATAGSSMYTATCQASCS
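HEK293 cells stably co-expressing constitutively active GLP-1R and a cAMP-responsive luciferase reporter were seeded in DMEM with 10% Nu serum, given compounds after 12 h, and incubated 24 h at 37 deg C. Luminescence was then read.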
SW480 rerep: induces DNA re-replication in SW480 colon adenocarcinoma cells; Potency, µM (titrated, usually from 46.1 µM), for inactives: at the highest dose re-replication activation, actives largely listed as activators; hit rate 1.8% among 340,000; SW480 DNA re-replication, Hoechst DNA content imaging, 48 h; also: % of control where 0% means no effect; nearly all actives have a fitted effect of over 55% in size
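Readout is total intensity of Hoechst-stained nuclei, excited at 405 nm and collected at 500-530 nm. Compound treatment lasted 48 hr at 37 C in 5% CO2 before staining.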
TDP43 rescue: inhibitors of TDP-43 toxicity in yeast; TDP-43 expressing yeast growth rescue, BacTiter-Glo, 24 h; Potency, µM (top dose mostly 46.1 µM), without a hit: top-dose growth rescue (activation), hits mostly activators; hit rate 1.8% among 410,000; AID 652104; also: % of control where 0% means no effect; nearly all actives have a fitted effect of over 50% in size
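Cell-based yeast growth screen: TDP-43 expression induced in galactose, inoculum OD600=0.02 after raffinose pregrowth to mid-log. Read-out BacTiter-Glo luminescence at 24 hr, 30 deg C; inhibition of toxicity seen as signal increase.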
HEK293 tox: cytotoxicity counter-screen for GLP-1 receptor inverse agonists. HEK293 cAMP-luciferase reporter cells, luminescence, 24 h. Potency, µM (highest dose often 38.3 µM), for the others: top-dose activity change, negative = inhibition, hits mostly inhibitors. hit rate 0.13% among 410,000. AID 624418;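 also: loss of luciferase light is scored as toxicity; % is scaled to controls: 0 for no effect and ±100 for the full control effect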
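Seeding density was 200 cells/uL; after overnight-length (12 h) culture, 23 nL compounds went on for 24 h at 37 °C. Readout used a luciferase detection reagent, luminescence taken after 12 min at room temperature.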
HT1080NT lethal: kills 2HG-producing HT-1080-NT fibrosarcoma cells; HT-1080-NT fibrosarcoma viability, CellTiter-Glo ATP luminescence, 48 h; Potency, µM (top dose mostly 46.1 µM), without a hit: at the top dose activity, negative = less viability, hits mostly cytotoxic; hit rate 1.6% among 360,000; AID 686970;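 also: NT is the 2HG producing partner of a matched IDH1 knockdown line; 0% = DMSO-treated cells and -100% = media-only wells without cells; nearly all actives have a fitted effect of over 55% in size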
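Compounds were tested in concentration-response format on HT-1080-NT cells for 48 hours at 37 degrees C. Cell viability came from CellTiter-Glo luminescence; curves were classified by r2, response magnitude and activity.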
GLP1R ag: GLP-1 receptor (human) agonism. P43220. HEK293 GLP-1R CRE-luciferase, luminescence, 4-6 h; cells express a hypersensitive GLP-1R form. Potency, µM (series often up to 45.6 µM), for the others: top-dose activation, usual class: activators. hit rate 0.007% among 380,000; also: % of control where 0% means no effect
KB-3-1 tox: kills parental KB-3-1 adenocarcinoma cells | Potency, µM (doses to about 46.1 µM), for inactives: at the top dose activity change, negative = cytotoxic, most hits filed as cytotoxic | hit rate 1.4% among 400,000 | KB-3-1 viability, CellTiter-Glo ATP luminescence, 72 h; also: % is scaled to controls: 0 for no effect and ±100 for the full control effect; nearly all actives have a fitted effect of over 60% in size
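Viability of parental KB-3-1 cells, measured by CellTiter-Glo luminescence, followed a 72 h incubation at 37 °C with pinned compounds in phenol-red-free DMEM containing 10% FBS.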
HT1080 IDH1KD tx: toxicity to HT-1080 IDH1 knockdown cells (counter line). HT-1080 IDH1 knockdown viability, ATP luminescence, 48 h. Potency, µM (doses to about 46.1 µM), without a hit: at the top dose activity, negative = toxicity, most hits filed as cytotoxic. hit rate 2% among 360,000. AID 686971;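 also: 0% = DMSO wells and -100% = cell-free medium wells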
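After a 2 h attachment period, IDH1KD HT-1080 cells took pin-transferred compound for 48 h at 37 °C; ATP-based luminescence after 10 min room-temperature reagent incubation reported viability.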
KB-V1 MDR tox: kills drug-selected multidrug resistant KB-V1 cells; Potency, µM (top dose mostly 46.1 µM), inactives show top-dose activity change, negative = cytotoxicity, actives largely listed as cytotoxic; AID 1347076; hit rate 3.4% among 400,000; KB-V1 MDR cells viability, CellTiter-Glo, 72 h; also: % is scaled to controls: 0 for no effect and ±100 for the full control effect; nearly all actives have a fitted effect of over 60% in size
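In this primary screen, KB-V1 cells overexpressing P-gp are incubated with library compounds (lowest to highest concentration) for 72 h at 37 degrees C before a luminescent ATP viability read.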
Numbers without * were called inactive; ? = inconclusive; / = not tested or not shown; [ ] = dose if it differs, or a comment. Calls follow the shape of the dose curve; as a rule, active = well fitted curve in the direction sought with a large enough effect; inconclusive = small, poorly fitted or top-dose-only effect, or another doubt; inactive = no such curve, though single readings can be large; an effect the other way counts as inactive or inconclusive. Potency is read from the fitted curve at half-maximal effect.

SMILES	GLP-1R inv ag	SW480 rerep	TDP43 rescue	HEK293 tox	HT1080NT lethal	GLP1R ag	KB-3-1 tox	HT1080 IDH1KD tx	KB-V1 MDR tox
CC(C)(OOC1(c2ccccc2)NC(=O)c2ccccc21)c1ccccc1 (stereo unspecified)	?	/	-3%	-6%	-25%	4%	-8%	-12%	-36%
Cc1cc(-c2ccc(C)c(S(=O)(=O)N3CCOc4ccc(Cl)cc43)c2)on1	15%	/	?	4%	/	/	0%	/	-21%
Cc1ccccc1CN1CCNCC1	0%	-3%	-12%[9.22 µM]	2%	4%	5%	3%	4%	2%
COc1ccc(C(=O)N/N=C/C23CC[C@@H](O)CC2(O)CC[C@@H]2[C@@H]3CCC3(C)C(C4=CC(=O)OC4)CCC23O)cc1 (stereo partly specified)	?	-5%	5%	-29%	?	-4%	?	?	-25%
Clc1ccccc1C1=NCc2nncn2-c2sc(Br)cc21	5%	-3%	-9%	-11%	-2%	8%	?	1%	-4%
Cc1[nH]n(-c2ccccc2)c(=O)c1C(c1ccc([N+](=O)[O-])cc1)c1c(C)[nH]n(-c2ccccc2)c1=O	-25%	-11%	0%	-20%	0%	-1%	?	5%	-4%
CC[C@H]1CN(C)C[C@@]2(C(=O)OC)Cc3c([nH]c4ccccc34)C(=O)C[C@@H]12	-11%	-41%[inhibitor]	13%	-1%	0%	1%	0%	2%	14%
COc1ccc(O)c(CN2CCCC(C(=O)c3ccccc3SC)C2)c1 (stereo unspecified)	?	1%	1%	16%	-25%	10%	-11%	?	?
Cc1ccccc1-n1c(C)nc2ccccc2c1=O	-4%	-14%	-3%	1%	0%	17%	3%	-15%	2%
Cc1ccc(N2C(=O)NC(=O)C(CCc3ccncc3)(Cc3cccc(Cl)c3Cl)C2=O)cc1 (stereo unspecified)	8%	-1%	16%	1%	-12%	-2%	3%	-6%	0%
CCCCn1nnnc1C(CCSC)N1CCC(n2c(=O)[nH]c3ccccc32)CC1 (stereo unspecified)	?	/	25%	-23%	-23%	-6%	-1%	?	?
CCOC(=O)[C@]12Cc3c(cc(OC)c(OC)c3OC)[C@H]1N(C(C)C)C(=O)c1ccccc12	?	/	10%	-10%	?	-11%	13µM*	6.5µM*	8.2µM*

One compound at a time (already shown). Order of screens: GLP-1R inv ag	SW480 rerep	TDP43 rescue	HEK293 tox	HT1080NT lethal	GLP1R ag	KB-3-1 tox	HT1080 IDH1KD tx	KB-V1 MDR tox
Cc1[nH]n(-c2ccccc2)c(=O)c1C(c1ccc([N+](=O)[O-])cc1)c1c(C)[nH]n(-c2ccccc2)c1=O across the screens: -25%	-11%	0%	-20%	0%	-1%	?	5%	-4%
Cc1cc(-c2ccc(C)c(S(=O)(=O)N3CCOc4ccc(Cl)cc43)c2)on1 across the screens: 15%	/	?	4%	/	/	0%	/	-21%

Part of the list above, with each value named.
> Cc1ccccc1CN1CCNCC1
- GLP-1R inv ag: 0%
- SW480 rerep: -3%
- TDP43 rescue: -12%[9.22 µM]
- HEK293 tox: 2%
- HT1080NT lethal: 4%
- GLP1R ag: 5%
- KB-3-1 tox: 3%
- HT1080 IDH1KD tx: 4%
- KB-V1 MDR tox: 2%

> COc1ccc(C(=O)N/N=C/C23CC[C@@H](O)CC2(O)CC[C@@H]2[C@@H]3CCC3(C)C(C4=CC(=O)OC4)CCC23O)cc1 (stereo partly specified)
- GLP-1R inv ag: ?
- SW480 rerep: -5%
- TDP43 rescue: 5%
- HEK293 tox: -29%
- HT1080NT lethal: ?
- GLP1R ag: -4%
- KB-3-1 tox: ?
- HT1080 IDH1KD tx: ?
- KB-V1 MDR tox: -25%

> Clc1ccccc1C1=NCc2nncn2-c2sc(Br)cc21
- GLP-1R inv ag: 5%
- SW480 rerep: -3%
- TDP43 rescue: -9%
- HEK293 tox: -11%
- HT1080NT lethal: -2%
- GLP1R ag: 8%
- KB-3-1 tox: ?
- HT1080 IDH1KD tx: 1%
- KB-V1 MDR tox: -4%

> Cc1[nH]n(-c2ccccc2)c(=O)c1C(c1ccc([N+](=O)[O-])cc1)c1c(C)[nH]n(-c2ccccc2)c1=O
- GLP-1R inv ag: -25%
- SW480 rerep: -11%
- TDP43 rescue: 0%
- HEK293 tox: -20%
- HT1080NT lethal: 0%
- GLP1R ag: -1%
- KB-3-1 tox: ?
- HT1080 IDH1KD tx: 5%
- KB-V1 MDR tox: -4%

Continued:
SMILES	GLP-1R inv ag	SW480 rerep	TDP43 rescue	HEK293 tox	HT1080NT lethal	GLP1R ag	KB-3-1 tox	HT1080 IDH1KD tx	KB-V1 MDR tox
CC(C)(C)[C@]1(O)C[C@@H]2OC(=O)C[C@@]23C(=O)O[C@@H]2OC(=O)[C@@H](O)C213 (stereo partly specified)	-72%	0%[9.22 µM]	20%	-28%	0%	-2%	12%	12%	12%
Cc1ccc(C(=O)Nc2cccc3[nH]c(C(F)(F)F)nc23)cc1	8.9µM*	25%	-4%	?	?	-1%	16µM*	-40%	18µM*
Cn1c(O)c(C=NCc2cccs2)c(=O)n(C)c1=O	6%	-1%	-10%	8%	4%	6%	-11%	14%	3%
COC(=O)C1=C(c2c(C)noc2C)C[C@@H]2CC[C@H]1N2C(=O)NC1Cc2ccccc2C1	13%	-3%	15%	-4%	7%	11%	13%	3%	8%
CCC(=O)c1ccc(OC(=O)N(C)c2ccccc2)cc1	25%	-1%	-1%	-3%	16%	10%	10%	20%	13%
COC(=O)C1=C(c2c(C)noc2C)C[C@@H]2CC[C@H]1N2C(=O)N1CCOCC1	8%	-19%	-11%	-8%	11%	-4%	9%	2%	-6%
O=C1/C(=C/c2ccccc2)C[C@@]2(O)[C@H]3Cc4ccc(O)c5c4[C@@]2(CCN3CC2CC2)C1O5 (stereo partly specified)	?	?	14%	?	1.6µM*	-21%	?	3.7µM*	7.3µM*
CC(O)(CS(=O)(=O)c1cccc(C(F)(F)F)c1)C(=O)Nc1cccc(C(F)(F)F)c1 (stereo unspecified)	-5%	1%	-7%	-19%	5%[9.24 µM]	-7%	-22%	?	-6%
C=C1C(=O)O[C@@H]2C[C@@H](C)[C@@H]3C=CC(=O)[C@@]3(C)[C@@H](OC(C)=O)[C@H]12	4.5µM*	?	-1%	?	6.5µM*	-23%	?	4.6µM*	15µM*
Cn1c(=O)n(CC(=O)N2CCC3(CC2)OCCO3)c(=O)c2ccccc21	8%	-2%	6%	69%[activator]	13%	1%	-5%	1%	-25%
Cn1c(=O)oc2cc(S(=O)(=O)NC3CCCCCCC3)ccc21	89%[activator]	4%	20%	-29%	-13%	?	2%	-16%	-14%
COc1cc2cc(C(=O)N3CC(COS(C)(=O)=O)c4ccc(O)cc43)[nH]c2c(OC)c1OC (stereo unspecified)	-73%	-8%	8%	-59%	2.9µM*	-15%	?	0.13µM*	0.0092µM*
CC(C)(C)n1nnnc1C(C1CC1)N1CCC(n2c(=O)[nH]c3ccccc32)CC1 (stereo unspecified)	0%	/	15%	2%	?	-5%	0%	24%	0%
C=CCn1c(O)c(C(CC)=NCC2CCCO2)c(=O)[nH]c1=O (stereo unspecified)	9%	-8%	-2%	0%	0%	7%	-1%	2%	-14%
COC(=O)c1ccc(C(C(=O)NC2CCCCC2)N(CCN2CCOCC2)C(=O)Cc2cccs2)cc1 (stereo unspecified)	21%	?	-8%	11%	1%	4%	9%	-1%	-17%
Nc1nc2c(s1)CCCCCCCCCC2	?	12%	-15%	-3%	-17%	5%	7%	-25%	25%
CCCCN1CC(COCc2ccccc2)Oc2cccc(Oc3ccc(C(C)C)cc3)c2S1(=O)=O (stereo unspecified)	?	-37%	22%	3%	-1%	-6%	0%	0%	0%
CCOC(=O)C1=C(C)OC(N)=C(C#N)C12C(=O)N(C)c1ccccc12 (stereo unspecified)	2%	1%	-1%	6%	5%	2%	5%	0%	0%
CC1=NN(c2ccccc2)C(=O)C1/C=C1\C(=O)NC(=O)N(c2cc(C)cc(C)c2)C1=O (stereo unspecified)	-8%	4%	11%	-10%	6%	-10%	-1%	9%	0%
Cc1nc2ccccc2c(=O)n1-c1ccc(C(=O)O)cc1	16%	-16%	-5%	-4%	-2%	-3%	10%	0%	?
CCCCc1cc(=O)oc2cc(OCC(=O)N3C[C@H]4C[C@@H](C3)c3cccc(=O)n3C4)c(Cl)cc12	13%	-4%	12%	1%	-4%	-3%	0%	-1%	3%
O=C(Nc1ccc([N+](=O)[O-])cc1)Nc1ccc(OC(F)F)c(Cl)c1	3.5µM*	18µM*	0%	?	?	-8%	5.8µM*	?	4.6µM*
NC1=NC(c2cccnc2)n2c(nc3ccccc32)N1 (stereo unspecified)	-10%	-2%	10%	4%	27%	-1%	8%	20%	11%
CSc1ncc(/C=C2/C(=O)NC(=O)N(c3ccc(Cl)cc3)C2=O)cn1	3%	8%	-10%	-5%	-7%	-2%	-8%	3%	-6%
C=C(C)[C@@]12OC3(c4ccccc4)O[C@@H]1C1[C@@H]4O[C@]4(CO)[C@@H](O)[C@]4(O)C(=O)C(C)=C[C@H]4[C@@]1(O3)[C@H](C)[C@H]2OC(=O)/C=C/C=C/c1ccccc1 (stereo partly specified)	2.8µM*	0%	13%	-25%	?	-2%	?	?	?
CN1CCC(c2c[nH]c3ccc(O)cc23)CC1	-4%	-50%[inhibitor]	0%	2%	26%	-2%	0%	3%	2%
CN1Cc2cnnn2-c2ccccc2C1C#N (stereo unspecified)	?	?	4%	-16%	-11%	-2%	?	?	-28%
CCOC(=O)/C(=C\c1ccc(Cl)cc1)c1nc2sc(C)c(C)c2c(=O)[nH]1	?	?	18µM*	?	10µM*	23%	?	12µM*	?
Cc1ccc(OCC(=O)NCCN2CCN(C(=O)COc3ccc(C)cc3)CC2)cc1	-7%	-5%	-12%	-4%	1%	1%	-1%	1%	-4%
COC(=O)C1=C(c2cc3ccccc3s2)C[C@@H]2CC[C@H]1N2C	-18%	-20%	0%	-24%	0%	9%	-7%	-11%	13%

From PubChem

A portion of the library (hit frequency here may not be typical).
